GLP1R cytotox: cytotoxicity in counter-screen for GLP-1R inverse agonists. HEK293 cAMP-luciferase reporter cells, luminescence, 24 h. Potency, µM (series often up to 38.3 µM), inactives show at the top dose activity change, negative = inhibition, usual class: inhibitors. 0.13% of 410,000 active;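 note: loss of luciferase light is scored as toxicity; potency is the fitted concentration of half-maximal effect; % is set by controls: 0 for no effect and ±100 for the full control effect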
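MLSMR compounds, 24 hr on cells at 37 deg C/5% CO2; luminescence after luciferase reagent (12 min RT). Inhibition counted as the undesired cytotoxic outcome.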
HT1080-NT tox: kills 2HG-producing HT-1080-NT fibrosarcoma cells. HT-1080-NT fibrosarcoma viability, CellTiter-Glo ATP luminescence, 48 h. Potency, µM (doses to about 46.1 µM), for inactives: at the highest dose activity, negative = less viability, hits mostly cytotoxic. 1.6% of 360,000 active. AID 686970;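 note: NT is the 2HG producing partner of a matched IDH1 knockdown line; potency is the fitted concentration of half-maximal effect; 0% = DMSO-treated cells and -100% = media-only wells without cells; nearly all actives have a fitted effect of over 55% in size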
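Toxicity toward the 2HG-producing NT line was scored as %Activity, normalised to DMSO and no-cell wells, from CellTiter-Glo luminescence after 48 hours' treatment.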
MCF10A rereplic: induces DNA re-replication in MCF 10a normal breast cells. Potency, µM (series often up to 46.1 µM), inactives show at the top dose activity, positive = re-replication, actives largely listed as activators. MCF 10A DNA re-replication, Hoechst nuclear intensity, 48 h. 2.9% of 350,000 active; note: potency is the fitted concentration of half-maximal effect; % of control where 0% means no effect; nearly all actives have a fitted effect of over 50% in size
HT1080 IDH1KD tx: toxicity to HT-1080 IDH1 knockdown cells (counter line) | AID 686971 | Potency, µM (highest dose often 46.1 µM), inactives show at the top dose activity, negative = toxicity, most hits filed as cytotoxic | HT-1080 IDH1 knockdown viability, ATP luminescence, 48 h | 2% of 360,000 active;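 note: potency is the fitted concentration of half-maximal effect; 0% = DMSO wells and -100% = cell-free medium wells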
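CellTiter-Glo luminescence after 48 h compound exposure at 37 degrees C of IDH1-knockdown HT-1080 cells in 5% FBS RPMI. %Activity scaled between DMSO wells and cell-free media wells, with curves fitted and assigned curve classes.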
IL1B secr inh: inflammasome signaling inhibition, IL-1 beta readout; AID 743279; activity change, % at 57.5 µM; THP-1 LPS/ATP IL-1B secretion, AlphaLISA, 16 h; hits give low values; 4.7% of 360,000 active; in the data active = activity change below about -50%; inconclusive = mostly about -30% to -49%; note: % is set by controls: 0 for no effect and ±100 for the full control effect
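Secreted IL-1B measured by AlphaLISA bead assay after 16 h compound exposure of THP-1 cells; compounds (final up to 57.5 uM) added 1 h before LPS (250 ng/mL) and ATP (1.25 mM) stimulation; lower signal means less secretion.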
D3 ag: activates the human D3 dopamine receptor | P35462 | D3R DiscoveRx beta-arrestin cells, luminescence, 90 min | max activation, % | 0.58% of 410,000 active | AID 652048; in the data active = max activation above about 30%; note: 0% is about no effect; mostly tested at two doses, the higher about 12 µM
Target sequence (P35462 whole entry, looked up): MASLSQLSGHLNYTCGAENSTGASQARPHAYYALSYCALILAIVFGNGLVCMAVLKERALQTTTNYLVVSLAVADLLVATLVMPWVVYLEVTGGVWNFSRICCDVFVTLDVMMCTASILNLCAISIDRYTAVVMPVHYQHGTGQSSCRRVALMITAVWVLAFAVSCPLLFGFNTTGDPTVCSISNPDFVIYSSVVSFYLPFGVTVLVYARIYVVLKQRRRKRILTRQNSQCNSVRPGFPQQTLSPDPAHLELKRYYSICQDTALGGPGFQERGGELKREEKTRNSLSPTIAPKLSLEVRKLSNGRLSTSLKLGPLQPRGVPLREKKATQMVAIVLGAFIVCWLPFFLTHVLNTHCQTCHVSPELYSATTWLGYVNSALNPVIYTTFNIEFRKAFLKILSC
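Agonist-mode cell screen: cells plated at 1500/well and incubated overnight at 37 °C, then exposed to library compounds for 90 min at 37 °C. Detection reagent was added for 30–60 min at room temperature, and luminescence was read.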
SW480 rereplic: induces DNA re-replication in SW480 colon adenocarcinoma cells; 1.8% of 340,000 active; SW480 DNA re-replication, Hoechst DNA content imaging, 48 h; Potency, µM (highest dose often 46.1 µM), for inactives: at the top dose re-replication activation, most hits filed as activators; note: potency is the fitted concentration of half-maximal effect; % of control where 0% means no effect; nearly all actives have a fitted effect of over 55% in size
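Readout is total intensity of Hoechst-stained nuclei, excited at 405 nm and collected at 500-530 nm. Compound treatment lasted 48 hr at 37 C in 5% CO2 before staining.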
KB-V1 MDR tox: kills drug-selected multidrug resistant KB-V1 cells; KB-V1 MDR cells viability, CellTiter-Glo, 72 h; Potency, µM (series often up to 46.1 µM), for the others: top-dose activity change, negative = cytotoxicity, most hits filed as cytotoxic; 3.4% of 400,000 active; note: potency is the fitted concentration of half-maximal effect; % is set by controls: 0 for no effect and ±100 for the full control effect; nearly all actives have a fitted effect of over 60% in size
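Potencies derive from concentration-effect curves fitted to normalized luminescence (CellTiter-Glo) of KB-V1 cells treated for 72 h at 37 degrees C in phenol-red-free DMEM containing 10% FBS.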
KB-3-1 cytotox: KB-3-1 parental cell cytotoxicity. KB-3-1 viability, CellTiter-Glo ATP luminescence, 72 h. Potency, µM (top dose mostly 46.1 µM), for inactives: at the top dose activity change, negative = cytotoxic, usual class: cytotoxic. 1.4% of 400,000 active. AID 1347075; note: potency is the fitted concentration of half-maximal effect; % is set by controls: 0 for no effect and ±100 for the full control effect; nearly all actives have a fitted effect of over 60% in size
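Parental KB-3-1 viability, qHTS format: 72 h compound exposure, 37 °C; CellTiter-Glo; media-only wells and DMSO plates as controls; concentration-effect fits on corrected data.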
An asterisk follows results filed as active; u = inconclusive; x = not tested or not shown; & = joins results of further samples; [ ] = dose if it differs, or a comment. Unless noted, calls come from the whole dose curve; as a rule, active = well fitted curve in the direction sought with a large enough effect; inconclusive = small, poorly fitted or top-dose-only effect, or another doubt; inactive = no such curve, though single readings can be large; an effect the other way counts as inactive or inconclusive. An unsorted share of the library, and some 11% of all compounds hit somewhere here.

SMILES	GLP1R cytotox	HT1080-NT tox	MCF10A rereplic	HT1080 IDH1KD tx	IL1B secr inh	D3 ag	SW480 rereplic	KB-V1 MDR tox	KB-3-1 cytotox
CCC(C(=O)Nc1ccc(C)c(C)c1)n1c(=O)c(C(F)(F)F)nc2ccccc21 (stereo unspecified)	-1%	x	x	x	x	0	x	-1%	0%
CCCc1cc(=O)[nH]c(SCC(=O)NCCCC(=O)OCC)n1	64%[activator]	-1%	-10%	-5%	29	-1	11%[9.22 µM]	11%	-5%
CC(=O)Nc1ccc(/C=C(\C#N)C(=O)NC2CCCCC2C)cc1 (stereo unspecified)	2%	-4%	u	-12%	u	-12	3%	u	-4%
CCOC(=O)C1=C(C)NC(=O)NC1c1ccc(OCC(=O)OC)c(OC)c1 (stereo unspecified)	8%	10%	1%	13%	2	3	-8%	-3%	u
CC(=O)Nc1c2c(nn1-c1ccccc1C)CS(=O)C2 (stereo unspecified)	-23%	-1%	-13%	1%	6	-1	-1%	3%	12%
CCCOc1ccc(-c2nc(N)n[nH]2)cc1	-8%	10%	-25%	4%	0	18	-3%	u	-1%
C[C@H](CO)N1C[C@H](C)[C@@H](CN(C)Cc2ccccc2)Oc2c(NC(=O)c3ccncc3)cccc2C1=O	0%	4%	-1%	6%	20	8	16%	-2%	0%
CCOP(=O)(c1ccccc1)C(O)c1ccccc1 (stereo unspecified)	-3%	4%	-11%	10%	4	-6	-93%[inhibitor]	-3%	0%
O=S(=O)(O)C(c1ccccc1)C1(O)CCCCC1 (stereo unspecified)	-1%	5%	-4%	10%	6	-3	1%	-1%	3%
CCCCCCC/C(C)=N/NC(=O)CC(=O)NCCc1ccccc1	24%	9%	0%	1%	0	-4	-6%	6%	6%
CC(C)c1ccc(OCC(=O)Nc2cc(-c3ccccc3)no2)cc1	-11%	x	x	x	x	-9	x	u	3%
CN(C)c1ccc(CNC(=O)c2cc(S(=O)(=O)N3CCCC3)cn2C)cc1	-4%	6%	-2%	5%	-11	4	3%	-7%	15%
CCOc1cc(NC(=O)c2ccco2)c(OCC)cc1NC(=O)Cc1cccc(OC)c1	0%	-9%	u	-17%	-21	1	-1%	u	-7%
CCC(C)[C@H](NC(=O)C1CC(=O)N(c2ccc3c(c2)OCCO3)C1)C(=O)N1CCCCC1 (stereo partly specified)	-10%	5%	1%	0%	15	0	-3%	-9%	4%
CCCNC(=O)N[C@@H](Cc1ccccc1)C(=O)OC	-13%	6%	6%	11%	6	2	-5%	-2%	-6%
c1ccc(-n2nc3c(ccc4cnnc43)[nH]2)cc1	66%[activator]	-10%	5%	-13%	-2	1	5%	-12%	5%
CC(C)N1CCN(Cc2ccc3nsnc3c2)CC1CCO (stereo unspecified)	2%	0%	5%	5%	53	-2	-2%	16%	15%
CSCCC(NS(=O)(=O)c1cccc(C(F)(F)F)c1)C(=O)N(C)Cc1ccc2c(c1)OCCO2 (stereo unspecified)	11%	0%	10%	-1%	-1	-4	-2%	u	-14%
Cc1ccc(-c2nc(NC(=O)c3nn(C)cc3[N+](=O)[O-])sc2C)cc1	u	5.8µM*	u	12µM*	-111*	-6	1%	u	4.6µM*
COCCN1C(=O)C(=O)/C(=C(/O)c2ccc(C)cc2)C1c1ccccn1 (stereo unspecified)	-10%	0%	-1%	-1%	7	0	1%	30%	0%
CC1CN(C(=O)CCC(=O)NCc2ccc(Cl)cc2)c2ccccc2S1 (stereo unspecified)	-5%	-6%	-11%	-6%	-5	3	-1%	-4%	u
COc1ccc(C(NC(=O)c2ccc(=O)[nH]c2)C(=O)Nc2ccc(C(C)C)cc2)cc1 (stereo unspecified)	1%	0%	15%	0%	-10	14	-15%	11%	3%
O=C(NCc1ccc(Cl)cc1)c1cnc(N2CCCCC2)c2ccccc12	-6%	x	x	x	x	4	x	-15%	-16%
COC(=O)c1sccc1NC(=S)N1CCN(c2ccccc2F)CC1	8%[1.53 µM]	0%	4%	2%	3	3	-3%	-20%	18%
CC(=O)N1CCc2cc(C(=O)CN3CCCCC3)ccc21	1%	19%	-1%	8%	-2	-3	-3%	0%	28%
COc1ccc(S(=O)(=O)N2CCOC2CNC(=O)C(=O)NCc2ccccc2Cl)cc1 (stereo unspecified)	-4%	-4%	2%	-19%	-22	-8	-4%	0%	-6%
COc1cc2cc(C)c(Br)c(OC)c2cc1OC	2%	-4%	16%	-14%	-27	5	-2%	u	u
CCN(CC)c1ccc(NC(=O)CN2C(=O)NC3(CCc4ccccc43)C2=O)cc1 (stereo unspecified)	-11%	-14%	-2%	-7%	14	-1	-7%	u	0%
CCn1cc(C(=O)NCCc2ccc(Cl)cc2)c(=O)c2cc(S(=O)(=O)N3CCOCC3)ccc21	3%	x	x	x	x	4	x	9%	u
COc1cc(C(=O)NCC(=O)Nc2ccc(F)c(F)c2)ccc1OCC(=O)N1CCOCC1	-4%	-13%	0%	-10%	21	-5	-3%	-3%	13%

Reprinted from the part before: three compounds, followed by the next part.
SMILES	GLP1R cytotox	HT1080-NT tox	MCF10A rereplic	HT1080 IDH1KD tx	IL1B secr inh	D3 ag	SW480 rereplic	KB-V1 MDR tox	KB-3-1 cytotox
CCN(CC)c1ccc(NC(=O)CN2C(=O)NC3(CCc4ccccc43)C2=O)cc1 (stereo unspecified)	-11%	-14%	-2%	-7%	14	-1	-7%	u	0%
CCn1cc(C(=O)NCCc2ccc(Cl)cc2)c(=O)c2cc(S(=O)(=O)N3CCOCC3)ccc21	3%	x	x	x	x	4	x	9%	u
COc1cc(C(=O)NCC(=O)Nc2ccc(F)c(F)c2)ccc1OCC(=O)N1CCOCC1	-4%	-13%	0%	-10%	21	-5	-3%	-3%	13%
O=C(Nc1cccc(Cl)c1)N1CCOCC1	19%	-2%	5%	-2%	-29	0	-2%	-1%	-4%
CCCCOc1ccccc1C(=O)Nc1onc2c1CCCC2	-3%	x	x	x	x	2	x	1%	3%
C[C@@H]1CCCCO[C@H](CN(C)Cc2ccc(C(=O)O)cc2)[C@H](C)CN([C@@H](C)CO)C(=O)c2cc(NC(=O)Nc3ccc(C(F)(F)F)cc3)ccc2O1	3%	7%	x	-7%	27	-4	x	16%	2%
COC(=O)c1cc(NC(=O)CSc2nc(C)cc(=O)[nH]2)cc(C(=O)OC)c1	-16%	11%	12%	-2%	25	12	0%	-2%	-5%
COc1nc(N2CCOCC2)nc(-n2cccc2)n1	-12%	-2%	21%	-23%	-25	20	u	u	26%
CCOC(=O)Cn1c(=O)oc2cc(S(=O)(=O)N3CCN(c4cccc(C)c4C)CC3)ccc21	8%	x	x	x	x	4	x	13%	13%
CCCN1C(=O)SC(CC(=O)Nc2cccc3ccccc23)C1=O (stereo unspecified)	-12%	-1%	6%	3%	19	1	5%	2%	21%
CC(=O)Nc1ccc(S(=O)(=O)N(Cc2cccnc2)Cc2cc3ccc(C)cc3[nH]c2=O)cc1	-9%	-4%	-1%	0%	-10	-4	0%	25%	8%
O=C(COC(=O)CN1C(=O)NC2(CCCC2)C1=O)Nc1ccc(C(F)(F)F)cc1[N+](=O)[O-]	-6%	9%	6%	11%	31	8	25%	u	-4%
O=C(NC1CCCCC1)C(=O)c1c(-c2ccccc2)[nH]c2ccccc12	6%	0%	5%	9%	-18	-5	-4%	4%	-5%
COc1ccc(C(CNC(=O)c2ccc3c(c2)OCCO3)N(C)C)cc1 (stereo unspecified)	3%	2%	2%	5%	-3	-13	10%	u	12%
O=C(O)CCC(=O)N1CCN(c2nc(-c3ccccc3)c3cc(Br)ccc3n2)CC1	111%[activator]	-14%	23µM*	-24%	21	13	u	-9%	6%
CCc1nc2ccc(C(=O)NCc3ccccc3OC)cn2c1N(C)Cc1ccc(OC)cc1	u	u	x	u	-52*	5	x	u	0%
CCOc1ccc(NC(=O)Cn2nnc(C(=O)NCc3ccc4c(c3)OCO4)c2N)cc1	-30%	u	u	u	21	5	-1%	23%	2%
COc1ccc(-c2nn(CC(=O)Nc3ccc(Cl)c(Cl)c3)c(=O)c3ccccc23)cc1	-10%	4%	-4%	-2%	-18	-4	-4%	0%	6%
C[C@H](CO)N1C[C@H](C)[C@@H](CN(C)C(=O)Nc2ccccc2)Oc2ccc(NC(=O)C3CCCCC3)cc2C1=O	-1%	6%	-1%	13%	-11	11	-50%[9.22 µM]	u	12%
COc1cc(/C=C/CNC[C@H]2O[C@@H](n3cnc4c(=O)[nH]c(N)nc43)[C@H](O)[C@@H]2O)ccc1O	-6%	3%	x	15%	0	11	x	20%	0%
CCn1ncc(/C=N/NC(=O)c2cc(Cl)ccc2OC)c1C	3%	17%	u	22%	0	3	u	u	15%
Fc1ccccc1-c1nc(-c2ccc(Cl)cc2)no1	-18%	9%	-5%	-6%	8	13	-15%	4%	3%
O=C(OCc1cccc([N+](=O)[O-])c1)c1cnccn1	13%	4%	-1%	1%	4	-2	-2%	-3%	18%
COc1ccc(OC)c(NC(=O)C2C3C=CC(C3)C2C(=O)NCc2cccnc2)c1 (stereo unspecified)	6%	15%	10%	6%	12	-3	-6%	u	-3%
CC(C)NC(=O)COc1coc(CN2CCN(Cc3ccccc3)CC2)cc1=O	-7%	21%	15%	23%	41	6	-69%	9%	-10%
O=C(/C=C/c1ccccc1Cl)NC(=S)Nc1ccccc1C(=O)NC1CCCCC1	-19%	-2%	2%	-20%	18	2	-4%	14%	16%
CC(=O)N(CC(C)C(=O)O)c1c(I)cc(I)c(N)c1I (stereo unspecified)	-4%	u	-19%	6%	u	22&-9	8%	-23%	0%
COc1ccc(S(=O)(=O)N2CCCC(C(=O)NCc3ccccc3)C2)cc1 (stereo unspecified)	1%	-7%	1%	-3%	-14	15	12%	-30%	2%
COc1ccccc1Cn1nnc2c(=O)[nH]c(C3CCN(C(=O)c4ccccc4Cl)CC3)nc21	-8%	-6%	20%	-11%	-21	-6	3%	16%	-12%
